# RmlCD inh 1536: M. tuberculosis RmlC/RmlD coupled enzyme inhibitors, primary screen, biochemical, compound mixtures, 384-well, from 1536-well plates; dTDP-4-dehydrorhamnose reductase (Mycobacterium tuberculosis (strain ATCC 25618 / H37Rv)) …; RmlC+RmlD coupled enzyme assay, percent inhibition; primary screen in compound mixtures; inhibition, % at 3.6 µM; 160,000 tested, 0.03% active; in the data active means inhibition mostly above about 34%, no sharp cut-off; further: some results filed as inactive read as strong as hits
# Target sequence (P9WH09 whole entry, looked up): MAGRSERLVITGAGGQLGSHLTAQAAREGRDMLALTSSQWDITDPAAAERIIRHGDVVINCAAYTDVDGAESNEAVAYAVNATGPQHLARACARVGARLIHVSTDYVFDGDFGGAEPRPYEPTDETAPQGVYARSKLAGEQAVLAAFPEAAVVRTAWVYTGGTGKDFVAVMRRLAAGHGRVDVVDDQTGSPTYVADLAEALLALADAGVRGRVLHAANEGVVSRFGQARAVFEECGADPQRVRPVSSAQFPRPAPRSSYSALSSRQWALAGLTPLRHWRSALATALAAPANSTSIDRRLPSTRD
# Target sequence (P9WH11 whole entry, looked up): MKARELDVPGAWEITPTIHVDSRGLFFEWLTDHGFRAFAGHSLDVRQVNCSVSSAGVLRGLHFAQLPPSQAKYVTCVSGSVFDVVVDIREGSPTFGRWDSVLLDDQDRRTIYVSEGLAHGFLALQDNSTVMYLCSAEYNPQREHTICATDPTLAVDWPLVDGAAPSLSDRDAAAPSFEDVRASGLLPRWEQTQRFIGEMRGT
# GlmU inhibition: inhibition of mycobacterial GlmU enzyme – biochemical, glucosamine-1-phosphate acetyltransferase (AID 1376) | Bifunctional protein GlmU (Mycobacterium tuberculosis (strain ATCC 25618 / H37Rv)) | 220,000 tested, 0.25% active | inhibition, %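 (tested at 30 µM in the primary screen)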; hits with a dose series show IC50 in µM | M. tuberculosis GlmU acetyltransferase enzyme assay; higher % means a stronger effect; in the data active means inhibition above about 13%;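 further: 0% = complete reaction with vehicle and 100% = reaction without substrate; strong numbers were not always called active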
# Active calls of the source: *; x = not tested or not shown. Some of the compounds tested; rates above refer to the full screens.
SMILES,RmlCD inh 1536,GlmU inhibition
CCC1(C)Cc2[nH]c(=O)c(C#N)cc2CO1 (centres undefined),x,2.0%
CCOC(=O)Cc1csc(NC(=O)Cc2cccs2)n1,14.8,-4.3%
Cc1noc(NS(=O)(=O)c2ccc(N/C=C\C(=O)c3ccc4c(c3)OCO4)cc2)c1C,-0.8,12.2%
CCCC(=O)Nc1cc(-c2nnc(OC)c3ccccc23)ccc1N1CCOCC1,x,0.4%
CCOC(=O)CN(C)Cc1c[nH]c2ccccc12,x,-4.8%
COc1cc(OC)c(C2CC(=O)N3CN(C)CSC3=C2C#N)cc1OC (centres undefined),x,4.3%
O=C(Nc1ccc(S(=O)(=O)N2CCCCCC2)cc1)c1ccco1,-9.3,5.9%
O=C(NC1CCCc2ccccc21)C1CCN(c2c3c(nc4ncnn24)CCC3)CC1 (centres undefined),7.5,5.4%
O=C(COC(=O)CCOc1ccccc1)Nc1ncc(Cl)cc1Cl,x,2.5%
COc1ccc(CNC(=O)C2CCCN(c3nc4ccccc4o3)C2)c(OC)c1 (centres undefined),-2.3,-1.0%
Nc1nnn(CC(=O)N/N=C/c2ccc(Cl)cc2Cl)n1,-2.7,1.5%
N#C/C(=C\c1ccc(OCC(N)=O)cc1)c1ccccc1,26.4,-6.9%
COc1cccc(C(=O)N2CCN(Cc3cccc(F)c3)CC2)c1,9.6,-2.6%
S=c1[nH]nc(-c2ccccn2)n1/N=C/c1c(Cl)cccc1Cl,-35.2,3.3%
O=C(COC(=O)c1ccc(Br)cc1)NCCc1ccccc1,2.2,3.6%
O=C(N/N=C/c1cnc(N2CCOCC2)s1)c1ccccc1,-7.8,8.7%
CCN(CC)CCn1c(SCC(=O)Nc2ccc(F)cc2)nc2c(sc3ccccc32)c1=O,7.1,-5.0%
CCOC(=O)CC(=O)Nc1nnc(CC(C)C)s1,-8.1,-0.2%
COC(=O)CS(=O)(=O)c1ccsc1C(=O)Nc1ccc(F)cc1,7.6,-1.3%
Cc1ccccc1NC(=S)N1CCCC1,0.8,0.8%
O=C(CN(C1CCCCC1)S(=O)(=O)c1ccccc1)NCc1ccco1,x,4.5%
COc1ccccc1OCCC(=O)OCC(=O)Nc1cc(S(=O)(=O)N(C)C)ccc1Cl,-3.5,-1.0%
CCN(CC)C(=O)Cn1c(=O)n(-c2ccccc2)c(=O)n1CC(=O)N(CC)CC,14.2,2.4%
O=C1C(=O)N(Cc2ccco2)C(c2cccs2)/C1=C(\O)c1cccc([N+](=O)[O-])c1 (centres undefined),x,-2.5%
O=C(NC1=NCCS1)c1nc(-c2ccccc2)n(-c2ccccc2)n1,-12.2,-1.6%

# (more compounds)
SMILES,RmlCD inh 1536,GlmU inhibition
C=C(C)CSc1ncc(-c2cccc(C(F)(F)F)c2)cn1,-3.4,2.9%
Cc1noc(C)c1-c1nc(CS(=O)(=O)c2ccccc2)no1,x,-4.6%
O/N=C/CCn1c(=S)sc2ccccc21,x,-1.8%
Cc1ccc(C)c(NC(=S)N/N=C2\CCc3ccccc32)c1,29.2,-5.3%
Cc1c(N=C2Nc3cccc4cccc2c34)c(=O)n(-c2ccccc2)n1C,3.7,-2.2%
COc1ccc(Cl)cc1NC(=O)NCc1ccco1,x,0.0%
Cc1cc(C(=O)N/N=C/c2cn[nH]c2-c2ccccc2)cs1,-9.8,-2.5%
COC(=O)C[C@H]1c2cc(C(F)(F)F)ccc2S(=O)(=O)N1c1ccc(N(C)C)cc1,x,-2.5%
O=C(c1ccc(-n2cccn2)cc1)N1CCc2ccccc2C1,2.0,0.2%
COc1ccc(CCC(=O)NC2=NCCS2)cc1OC,x,0.2%
CCOC(=O)C1=C(O)C(=O)N(Cc2cccnc2)C1c1ccc(C)cc1 (centres undefined),x,1.3%
O=C(O)c1ccc(/C=N/Nc2nc3ccccc3[nH]2)cc1,7.3,-0.7%
COc1cc(C(=O)Nc2nnc(C(C)(C)C)s2)c([N+](=O)[O-])cc1OC,-14.4,2.2%
Cn1c(=O)c2c(nc(CN3CCN(C(=O)c4ccco4)CC3)n2Cc2cccc(Cl)c2)n(C)c1=O,x,2.3%
CS(=O)(=O)N1CCC(C(=O)NCCC2=CCCCC2)CC1,x,-3.5%
O=C(NCc1ccc(F)cc1)c1cc(S(=O)(=O)N2CCOCC2)ccc1F,-10.6,2.7%
CCOc1ccccc1-c1nc(-c2ccc(NC(=O)Cc3ccc(OC)cc3)cc2)no1,15.1,6.2%
O=C(Nc1ccc(S(=O)(=O)N2CCCC2)cc1)c1ccc2c(=O)n3c(nc2c1)CCCCC3,2.4,0.9%
CCOc1cc(CNCc2ccc(C(=O)O)cc2)ccc1OC,14.6,-0.8%
Cc1ccc(S(=O)(=O)N(C)C)cc1NC(=S)Nc1ccc2cn[nH]c2c1,8.8,5.6%
CC(C)(C)CC(=O)NC(=S)NCCc1ccccc1,7.4,-1.6%
Cc1c(C=O)c2ccccn2c1C(=O)c1ccncc1,-8.2,-3.7%
CC(=O)Nc1c(OC(C)=O)ccc2c(C)cc(=O)oc12,17.4,1.1%
O=C(N/N=C/c1ccc2nccnc2c1)c1cccc([N+](=O)[O-])c1,5.6,-2.3%
COc1ccc(C)cc1S(=O)(=O)N1CC(C)OC(C)C1 (centres undefined),-12.4,-2.5%

# 3 entries picked at random from the list so far, as already listed:
SMILES,RmlCD inh 1536,GlmU inhibition
Cc1c(N=C2Nc3cccc4cccc2c34)c(=O)n(-c2ccccc2)n1C,3.7,-2.2%
COc1ccc(C)cc1S(=O)(=O)N1CC(C)OC(C)C1 (centres undefined),-12.4,-2.5%
Cc1c(C=O)c2ccccn2c1C(=O)c1ccncc1,-8.2,-3.7%

# Next section
SMILES,RmlCD inh 1536,GlmU inhibition
CCC(C)Nc1nc(N)c([N+](=O)[O-])c(Nc2ccccc2OC)n1 (centres undefined),x,7.2%
CC(Sc1nncn1C)C(=O)Nc1nnc(C(C)C)s1 (centres undefined),x,-1.4%
CCCCN(C(=O)CNC(=O)c1ccco1)C(C(=O)NC1CCCC1)c1ccc(OC)cc1 (centres undefined),8.0,-0.9%
O=C1N(Cc2cccc(Cl)c2)C[C@@H]2C[C@@H](c3c[nH]c4ccccc34)N3CCC[C@@]123,x,0.1%
O=c1oc2ccccc2c(O)c1/C=N/c1ncccn1,x,1.8%
COC(=O)Cc1ccc(NC(=S)NCCO)cc1,6.8,-2.0%
CCOC(=O)C1C(c2ccccc2)C(C(=O)OCC)C1c1ccccc1 (centres undefined),x,1.7%
CNc1ncc(C(=O)C(C)(C)C)s1,7.4,0.9%
CN(C(=O)C1CCOC1)c1nnc(-c2cccnc2)s1 (centres undefined),x,2.0%
COCCNC(=O)c1ccccc1-c1nc(-c2ccccc2Cl)no1,x,6.8%
CC(C)(C)NC(=O)COC(=O)c1ccc(NC(=O)CC#N)cc1,-14.4,-2.8%
Cc1ccnc(NC(=O)Nc2ccc3c(c2)OCO3)c1,0.6,-3.9%
Nc1ccccc1C(=O)NNC(=O)C(=O)/C=C(\O)c1ccccc1,-5.8,5.0%
Cn1nnnc1SCC(=O)NNC(=O)c1ccc(Br)cc1,-49.0,-2.0%
Cc1ccc(NC(=O)c2ccccc2NS(=O)(=O)c2ccc(Cl)s2)cc1,2.4,4.7%
O=C(C1CCC1)N1CCC(O)(c2cccc(F)c2)CC1,6.0,-2.2%
CC(=O)c1ccc(N2CCN(C(=O)c3ccco3)CC2)c(F)c1,x,-1.6%
CCN(CC)c1ccc(C=Nc2ccc(N(C)C)cc2)c(O)c1,x,3.7%
Cc1cccc(-c2ncc(CN3CCC(CO)(CCCc4ccccc4)CC3)cn2)c1,-6.2,-0.3%
CC(=O)OCC(OC(C)=O)C(OC(C)=O)C(OC(C)=O)C(=O)Nc1ccccc1C (centres undefined),10.5,1.1%
O=C(COc1ccc(Cl)cc1)N1CCN(c2ccc([N+](=O)[O-])c(N3CCCCC3)c2)CC1,x,6.6%
COc1ccc(C)cc1S(=O)(=O)N(C)CC(=O)NC1CCCCCC1,-7.8,-4.4%
COc1ccc(NC(=O)CN2CCOCC2)cc1,-4.8,7.9%
Cc1cc2cc(CN(Cc3ccc4c(c3)OCO4)Cc3nnnn3C3CCCC3)c(=O)[nH]c2cc1C,-32.4,-2.4%
COc1cc(/C=N/NC(=O)c2nc(C)cc(C)n2)ccc1O,x,0.4%

# Other entries follow:
SMILES,RmlCD inh 1536,GlmU inhibition
O=C(CSc1nnc(Cc2ccccc2)n1C1CCCCC1)N1CCOCC1,10.5,1.0%
COC(=O)c1ccc(=O)n(CC(=O)c2ccc(Cl)cc2)c1,-13.6,7.4%
COc1ccc(/C=N\NC(=O)c2c(C)nc3ccc(Br)cn23)cc1,46.8,6.1%
Cc1ccc(C(=O)O)cc1NC(=O)Nc1ccc2c(c1)OCO2,4.9,-0.8%
CSC(=NC(C)c1ccccc1)NS(=O)(=O)c1cccs1 (centres undefined),-10.2,-4.7%
CCOc1cccc2sc(NC(=O)c3ccc(Br)s3)nc12,12.0,-9.0%
Cc1cc(NCCCO)n2nc(-c3cccs3)cc2n1,x,1.5%
COc1ccc(/C=C(/NC(=O)c2ccco2)C(=O)N2CCCC2=O)cc1,-11.7,-5.0%
Cc1cc(C=O)c(C)n1-c1cc(C(F)(F)F)ccc1N1CCOCC1,11.4,x
Nn1c(SCc2cccc(Br)c2)nnc1-c1ccncc1,-6.7,0.9%
O=C(NCc1cccs1)C(=O)NCC1OCCCN1S(=O)(=O)c1ccc(F)cc1 (centres undefined),0.7,2.1%
N#CC(c1nc2ccccc2nc1OCCO)S(=O)(=O)c1ccccc1 (centres undefined),52.3,12.9%*
Cc1ccc(/C=N/n2c(C)nnc2C)o1,-5.2,-0.6%
CCn1nc(C)c(Br)c1-c1nc(-c2ccc(C)cc2)no1,3.2,2.8%
CN(C)S(=O)(=O)c1cccc(-c2csc(=Nc3ccccc3)n2CCCN2CCOCC2)c1,x,-1.6%
O=[N+]([O-])c1ccc(/C=N/NC(=S)Nc2ccccc2)o1,10.2,7.4%
O=C(NC(Cc1ccccc1)C(=O)O)/C(=C/c1ccc(Cl)cc1)NC(=O)c1ccccc1 (centres undefined),-10.8,0.5%
CCOC(=O)c1c(-c2ccccc2)csc1NC(=O)CSc1nnc(C)s1,9.9,-3.3%
CC(=O)c1c(C)[nH]c(C(=O)COC(=O)c2cc(S(=O)(=O)N(C)c3ccccc3)ccc2Cl)c1C,-11.2,1.3%
CC(C)(C)c1cc(C(=O)NNc2ccc(OC(F)(F)F)cc2)n(Cc2ccccc2)n1,x,3.8%
O=[N+]([O-])c1cc(/C=N/NC(=S)Nc2ccccc2Cl)ccc1Cl,-3.8,-1.5%
Cc1c(C)n(C(=O)CN2CCC(C(N)=O)CC2)c2ccccc12,x,7.0%
CCO[C@@H]1OC(C(=O)NCc2nc3ccccc3[nH]2)=C[C@H](C2CCCCC2)[C@H]1CCCO,x,4.0%
COc1ccc(CC(=O)Nc2cccc(C(=O)NN3C(=O)c4ccccc4C3=O)c2C)cc1,16.7,-5.9%
Cc1ccc(-n2c(O)c(C=NC3CCCC3)c(=O)[nH]c2=O)c(C)c1,4.9,3.5%

# (next part)
SMILES,RmlCD inh 1536,GlmU inhibition
Cc1cc(C)nc(N2CCN(CC(=O)NCc3ccccc3)CC2)n1,3.0,1.1%
COC(=O)Cc1[nH]n(-c2nc3ccccc3s2)c(=O)c1C(C)=Nc1ccc(C)cc1,-16.4,7.7%
FC(F)Sc1nc(-c2ccccc2)c(-c2ccccc2)n1C(F)F,-7.8,0.9%
CC(=C/c1ccccc1)/C=N/Nc1nc(N2CCOCC2)nc(N2CCOCC2)n1,15.3,1.2%
CCOc1ccc2[nH]c(SCC(=O)OC)c([N+](=O)[O-])c2c1,19.6,5.6%
O=c1cc(N2CCc3ccccc3C2)[nH]c(=O)n1-c1ccc(Br)cc1,-7.1,4.4%
CC(C)(C)c1ccc(OC(=O)Cn2c(C(F)(F)F)nc3ccccc32)cc1,2.0,x
O=C(C1CCCN(c2nnc(-n3cccc3)s2)C1)N1CCN(c2ccccc2)CC1 (centres undefined),-9.3,4.8%
CCNS(=O)(=O)c1ccc(NC(=S)NCc2ccco2)cc1,-7.4,1.0%
Oc1ccc(-c2[nH]nc(-c3ccccc3)c2-c2nc3ccccc3[nH]2)cc1,4.5,-1.3%
COc1ccc(-c2c(C)n([O-])c3c([n+]2=O)CCCCC3)cc1OC,9.7,2.2%
NC(=O)c1cc(NC(=O)c2ccc(NS(=O)(=O)c3cccs3)cc2)cc(C(N)=O)c1,x,2.4%
O=C(NCCn1cc(SCC(=O)N2CCOCC2)c2ccccc21)c1ccccc1,-4.5,0.3%
COc1ccc(C(C#N)Nc2ccc(C)cc2)cc1 (centres undefined),-18.3,2.3%
CN1CCN(P(=O)(c2ccccc2)c2nc3ccccc3s2)CC1 (centres undefined),x,5.0%
COc1cccc(OC)c1C(=O)NC(C)c1ccccc1 (centres undefined),x,0.0%
CCN(CC)c1ccc2c(c1)C(=O)N(C)C2=O,-5.2,-2.0%
Cc1cc(NC(=O)c2sc(Nc3ccc(F)c(Cl)c3)nc2N)no1,6.1,2.2%
O=C(C1CCN(S(=O)(=O)N2CCOCC2)CC1)N1CCC2(CC1)OCCO2,x,-2.4%
CCSc1ncc(Cl)c(C(=O)Nc2ccc(S(=O)(=O)Nc3onc(C)c3C)cc2)n1,x,2.3%

# Entries listed so far that contain a cyano group:
SMILES,RmlCD inh 1536,GlmU inhibition
CCC1(C)Cc2[nH]c(=O)c(C#N)cc2CO1 (centres undefined),x,2.0%
COc1cc(OC)c(C2CC(=O)N3CN(C)CSC3=C2C#N)cc1OC (centres undefined),x,4.3%
N#C/C(=C\c1ccc(OCC(N)=O)cc1)c1ccccc1,26.4,-6.9%
CC(C)(C)NC(=O)COC(=O)c1ccc(NC(=O)CC#N)cc1,-14.4,-2.8%
N#CC(c1nc2ccccc2nc1OCCO)S(=O)(=O)c1ccccc1 (centres undefined),52.3,12.9%*
COc1ccc(C(C#N)Nc2ccc(C)cc2)cc1 (centres undefined),-18.3,2.3%

# Source: PubChem BioAssay
